FLuc inhib CS = inhibits firefly luciferase, flagging false hits in luciferase inhibition screens. P08659. inhibition, % at 10 µM. ATPLite firefly luciferase biochemical luminescence, 10 min. 200,000 tested, 1.5% active. AID 1006;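 active means inhibition above about 50% when tested at 10 µM, limit read from the data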
Target sequence (P08659 whole entry, looked up): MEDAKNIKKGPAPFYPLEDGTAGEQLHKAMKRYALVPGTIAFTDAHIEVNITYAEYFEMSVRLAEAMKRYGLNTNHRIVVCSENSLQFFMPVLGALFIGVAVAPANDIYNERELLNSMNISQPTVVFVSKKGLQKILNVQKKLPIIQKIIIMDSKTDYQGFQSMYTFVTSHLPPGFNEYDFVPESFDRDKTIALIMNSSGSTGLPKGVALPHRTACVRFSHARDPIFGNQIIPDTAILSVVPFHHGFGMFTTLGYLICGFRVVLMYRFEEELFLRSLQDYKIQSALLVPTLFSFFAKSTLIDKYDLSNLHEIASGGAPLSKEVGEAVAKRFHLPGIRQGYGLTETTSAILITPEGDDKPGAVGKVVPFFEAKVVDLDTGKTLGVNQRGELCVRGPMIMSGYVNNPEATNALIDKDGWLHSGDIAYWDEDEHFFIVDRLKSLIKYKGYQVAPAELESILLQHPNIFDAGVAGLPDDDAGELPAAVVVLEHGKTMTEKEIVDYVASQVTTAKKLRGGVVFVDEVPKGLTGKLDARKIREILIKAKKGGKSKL
bIAP activator = intestinal alkaline phosphatase (bovine) activation | purified bovine IAP, CDP-star luminescence, 30 min; stronger effect = higher value; fold of DMSO-control signal, blank-subtracted | activation factor at 20 µM | 200,000 tested, 0.17% active | AID 1016;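 active means activation factor of 2 or more at 20 µM, a signal rise over negative controls twice the positive control's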
TNAP inh no acc = TNAP (human) inhibition, acceptor-free conditions | AID 1012 | inhibition, % at 20 µM | purified TNAP, CDP-star luminescence, 30 min | 200,000 tested, 0.26% active | P05186;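 active means tissue-nonspecific alkaline phosphatase inhibition above about 50% at 20 µM in the single-dose screen, limit read from the data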;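 further: 0% = DMSO negative control and 100% = EDTA positive control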
TNAP inh hi DEA = blocks human TNAP under high phosphate acceptor concentration | P05186 | purified TNAP, CDP-star luminescence, 1 M DEA | inhibition, % at 20 µM | 200,000 tested, 0.03% active | AID 1135;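 active means over 50% inhibition of tissue-nonspecific alkaline phosphatase at 20 µM in the single-dose screen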;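 further: plate controls were DMSO wells for no effect and EDTA-quenched wells as full inhibition for full effect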
TNAP act hiacc = increases human TNAP activity under high phosphate acceptor concentration. P05186. purified TNAP, CDP-star luminescence, 1 M DEA, 30 min; stronger effect = higher value; 0 = EDTA background, 1 = DMSO-only activity. activation factor at 20 µM. 200,000 tested, under 10 active;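 active means activation factor at least 2 at 20 µM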
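Test system – human TNAP · Doses – 20 µM single point · Incubation – 30 min, room temperature · Signal – luminescent substrate turnover signal · Read-out basis – activation factor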
NF-kB neuron act = raises NF-kB expression in human neuronal cells; 190,000 tested, 1.6% active; fold change at 12.5 µM; NF-kB reporter expression; stronger effect = higher value; in the data active means fold change above about 3.3
PMI activator = increases human mannose-6-phosphate isomerase activity; P34949; purified human PMI, coupled resazurin fluorescence, 20 min; stronger effect = higher value; 1 = vehicle control, 0 substrate-free wells; activation factor at 20 µM; 190,000 tested, 0.005% active; AID 1214;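 active means activation factor of 2 or more at 20 µM, relative to plate controls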
Target sequence (P34949 whole entry, looked up): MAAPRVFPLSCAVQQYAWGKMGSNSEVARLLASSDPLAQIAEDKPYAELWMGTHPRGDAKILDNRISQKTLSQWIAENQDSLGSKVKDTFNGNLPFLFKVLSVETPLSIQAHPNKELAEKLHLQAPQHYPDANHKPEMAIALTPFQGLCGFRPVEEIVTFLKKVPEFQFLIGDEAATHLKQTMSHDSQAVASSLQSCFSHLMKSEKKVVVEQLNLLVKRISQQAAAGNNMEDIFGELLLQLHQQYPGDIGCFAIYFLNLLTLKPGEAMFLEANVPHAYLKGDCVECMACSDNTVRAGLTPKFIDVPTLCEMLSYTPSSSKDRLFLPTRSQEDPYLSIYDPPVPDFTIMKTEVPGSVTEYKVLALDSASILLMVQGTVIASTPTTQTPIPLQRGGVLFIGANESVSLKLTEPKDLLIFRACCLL
FLuc stim CS = firefly luciferase counter-screen for stimulation assays. P08659. ATPlite luciferase biochemical, luminescence, 10 min; 0 = ATP-free wells, 1 = DMSO control. activation factor at 10 µM. 200,000 tested, under 10 active. AID 1027;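 active means luciferase activation factor, scaled between plate controls, of at least 2 with compound at 10 µM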
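System: cell-free luciferase reagent; medium: PBS as buffer for the ATP substrate; doses: test compounds dosed from 2 mM stocks in 100% DMSO; incubation: 10 min, room temperature; measured by: luminescence from luciferase reaction; read-out: luciferase activation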
PMI act satM6P = increases human PMI activity with near-saturating mannose 6-phosphate; P34949; 190,000 tested, 0.34% active; coupled PMI enzyme assay, resazurin fluorescence, 20 min; stronger effect = higher value; 1 = untreated enzyme, 0 = substrate-free blank; activation factor at 20 µM;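 active means activation factor of 2 or more at 20 µM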
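Test system: Human PMI in coupled enzyme assay | Input: 15 ng/mL PMI | Medium: HEPES-buffered pH 7.4 with magnesium and detergent | Compound: One concentration, 20 µM, in 1% DMSO | Incubation: Enzyme reaction with compound 20 min at room temperature | Detection: Diaphorase-driven resazurin-to-resorufin fluorescence, excitation 544, emission 590 nm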
APP 5'UTR act = APP 5'UTR luciferase reporter activation; SH-SY5Y APP 5'UTR luciferase reporter, luminescence; zero percent = DMSO vehicle wells; activation, % at 2 µM; 190,000 tested, 1% active;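 active means activation above a set limit, based on mean plus 3 SD of controls, cut at about 140% in these data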; further: values of inactives mirror those of a sister screen read the other way
Numbers without * were called inactive; x = not tested or not shown.

SMILES	FLuc inhib CS	bIAP activator	TNAP inh no acc	TNAP inh hi DEA	TNAP act hiacc	NF-kB neuron act	PMI activator	FLuc stim CS	PMI act satM6P	APP 5'UTR act
CC1(C)N=C(SCC(=O)Nc2ccc(Cl)cc2)C(c2ccccc2)=N1	-6	0.9	-15	-6	1.1	0.64	1	1.1	1	0
Cc1c(Cl)c(-c2n[nH]c(=S)n2CC(C)C)nn1C	10	0.9	27	-5	1	1.1	1.2	0.9	1.1	-11
CCC(C)c1ccccc1NC(=O)COC(=O)c1ccc2c(c1)S(=O)(=O)c1ccccc1C2=O (stereo not given)	-3	0.9	-6	-4	1	0.75	0.9	1	0.9	-5
S=C(c1ccc(-c2ccccc2Cl)o1)N1CCOCC1	25	0.7	-8	0	1	2.5	0.3	0.7	0.7	36
CCn1c(SCC(=O)Nc2nccs2)nnc1-c1ccc(C)cc1	2	0.9	7	6	0.9	1.1	1	1	1	3
CSc1n[nH]c(NC2=CC(=O)CCC2)n1	-6	1.1	-2	-4	1	1.5	1	1.1	1	0
O=C(N/N=C\c1cccnc1)c1cc(-c2ccc(Cl)s2)[nH]n1	0	1.4	84*	22	0.8	1	1	1	1	2
CC(=O)Nc1ccccc1N(C)S(=O)(=O)c1ccc(C)cc1	-4	0.9	-6	-3	1	1.1	0.9	1	0.9	5
CCCCCCCCOC(=O)C1=C(C)Nc2nnnn2C1c1cccs1 (stereo not given)	-6	0.7	-19	-4	1	1.1	0.8	1.1	0.8	-13
O=C(O)c1cccnc1SC1CC(=O)N(CCc2ccccc2)C1=O (stereo not given)	-4	0.9	-9	-4	1	0.86	1	1	1	5
O=C(OCC(=O)N1CCc2ccccc21)c1ccc[n+]([O-])c1	-4	1	-6	-2	1	0.99	0.9	1	1	-7
O=C(O)C1C2C=CC(C3CC23)C1C(=O)NCCc1ccccc1 (stereo not given)	-4	1	-8	1	1	1.5	0.9	1	1	12
Cc1ccc(C(C(=O)NC(C)(C)C)N(Cc2cccs2)C(=O)c2ccc3c(c2)OCCO3)cc1 (stereo not given)	-1	1	-10	1	1	1.1	0.8	1	0.9	x
Cc1oc2cc(O)cc(O)c2c(=O)c1-c1ccc2c(c1)OCCCO2	6	0.9	-6	-2	1	1.5	0.9	0.9	1	10
O=C(N/N=C\c1cccc([N+](=O)[O-])c1O)C1COc2ccccc2O1 (stereo not given)	11	0.8	53*	10	0.9	0.9	0.9	0.9	1.2	2
Cc1nnc(SCC(=O)NCc2ccccc2Cl)[nH]c1=O	-2	0.8	11	1	1	1.3	1	1	1	-6
Cc1cc(C)nc(N2CCN(c3ncnc4c3oc3ccccc34)CC2)n1	1	1	-6	0	1	x	1.1	1	1.1	x
Cc1ccc(-c2nn(-c3cccc(F)c3)cc2CNCCc2ccncc2)o1	0	0.9	-10	-5	1.1	0.82	1	1	1	7
CCOC(=O)c1c(-c2ccccc2)csc1NC(=O)/C(C#N)=C/c1ccc(OC)c(OC)c1	-10	1	9	1	1	1	0.9	1.1	0.9	20
CCNC(=O)C1CCCN1S(=O)(=O)c1ccc(OC)cc1 (stereo not given)	-10	0.9	-7	-8	1.1	1.1	1	1.1	1	0
CN1CCc2c(C#N)c(N3CCCCC3)nc(NCc3ccccc3)c2C1	-2	0.9	-8	-5	1.1	0.96	0.7	1	0.5	6
CCOC(=O)C(C)Oc1cccc2c(=O)n(CC(=O)NCCc3ccc(OC)c(OC)c3)ccc12 (stereo not given)	-4	0.8	-11	-6	1.1	0.91	1	1	0.9	12
COc1ccc(-c2[nH]ncc2/C=N\NS(=O)(=O)c2ccccc2)cc1OC	-3	1	-18	1	1	0.95	0.9	1	1	9
O=C(Cc1csc(N2CCOCC2)n1)N/N=C/c1ccc(F)cc1	2	1	-6	-4	1	0.98	0.9	1	0.9	-1
Cc1[nH]c2ccccc2c1C(=O)CN1CCC(C)CC1	-11	0.9	-9	-6	1.1	0.94	1	1.1	1	-1
OC(Cn1cncn1)c1ccc(Cl)cc1Cl (stereo not given)	-10	1	-1	-7	1.1	0.97	1.1	1.1	1	-2
CCc1ccc(CNC(=O)Cn2nc(-c3ccc(C)cc3)ccc2=O)cc1	5	1	-9	1	1	0.93	1	1	0.9	-3
Cc1ccc(SCc2cc(=O)[nH]c(N3CCN(Cc4ccc5c(c4)OCO5)CC3)n2)cc1	-5	0.9	0	-2	1	0.91	0.9	1.1	0.9	17
CC(C)(C)C1CCc2c(sc(NC(=O)c3ccco3)c2C(N)=O)C1 (stereo not given)	48	1.1	-11	-6	1.1	0.88	1	0.5	1	11
Cc1cc(S(=O)(=O)NCCN2CCOCC2)c(C)s1	-1	1.1	-11	-4	1	1.3	0.9	1	1	-10
CCSc1nnc(NC(=O)C(C)(C)C)s1	2	1	-10	0	1	1.7	1.1	1	1	31
CCSc1nc2ccc(OC)cc2cc1C#N	-5	0.9	-8	-1	1	1.2	1	1	0.9	9
CC(OC(=O)c1cccs1)C(=O)NCc1ccco1 (stereo not given)	-4	1	-18	-10	1.1	1.1	1.1	1	1	4
O=C(c1cc(C2CC2)on1)N1CCN(c2ccc(F)cc2)CC1	-7	0.9	-12	0	1	1.1	0.9	1.1	0.9	-7
O=c1cc(CO)oc(C(Nc2ccccn2)c2ccccc2Cl)c1O (stereo not given)	-6	1.2	-3	0	1	1.1	1.2	1.1	1	19
CS(=O)(=O)N(CC(=O)N1CCCCCC1)c1cccc(Br)c1	-2	1	-11	-4	1	1.3	1.1	1	1.1	-2
COCCNC(=O)C1CCN(C(=O)c2cc3sccc3n2Cc2ccc(F)cc2)CC1	-2	1	-8	2	1	1.4	1	1	1	14
Cc1cc(NCc2ccccc2)nc(N2CCOCC2)n1	-9	0.9	-9	-3	1	1.1	1.1	1.1	1	-4
C=CCOc1ccc(C=Nc2ccc(OC)cc2)c(O)c1	8	1.2	2	-1	1	1.2	0.8	0.9	0.5	3
CCCCCCc1ccc(OCC(=O)O)cc1OCC(=O)O	-5	1	6	-3	1	0.97	1.1	1.1	1	0
Cc1cc(C)c(OCCCCN(C)C)c(Br)c1	-7	1	-14	-8	1.1	1.9	0.9	1.1	1	11
COCCn1c(SCC(=O)NCc2ccco2)nc2cccnc21	-9	1	-4	-10	1.1	1.3	1.1	1.1	1	19
Cc1ccc(CNc2nc3ccc(C)cc3n3cnnc23)cc1	-7	1	-4	-10	1.1	1.2	1.2	1.1	1.2	10
Cn1cc(CN2CCN(c3ccc(Cl)cn3)CC2)c(-c2ccccc2F)n1	-9	1	-6	-6	1.1	1	0.8	1.1	0.8	-7
O=S1(=O)C=C(SCc2ccccc2)Nc2ccccc21	-8	0.9	-4	-5	1.1	0.9	1.1	1.1	1.1	-11
Cc1ccc(CN(CC(=O)NCCc2ccccc2)C(=O)CCCC(=O)Nc2cc(C)on2)cc1	-3	1.1	-14	-5	1	1.1	0.9	1	0.9	11
OCCC1CN(Cc2ccccc2-c2ccco2)CCN1C1CCCC1 (stereo not given)	-2	1.1	-6	-9	1.1	1.2	0.8	1	0.8	-4
NC(=O)COC(=O)/C=C/c1cccc(Br)c1	-4	1	-2	-7	1.1	0.96	1.1	1	1.1	0
Cc1nnc(NC(=O)CSc2ccc(-c3ccco3)nn2)s1	-1	1	-4	2	1	0.89	1	1	0.8	20
Cc1ccc(C(c2nnnn2C(C)(C)C)N2CCC(C)CC2)cc1 (stereo not given)	-4	1	-8	-2	1	0.89	1.1	1	1	-19
COc1ccc(OC)c(NC(=O)c2ccc(-c3cccs3)cc2)c1	0	0.7	-6	0	1	0.95	1.1	1	0.9	-5
CS(=O)(=O)N(CC(=O)NCc1ccccc1Cl)c1cccc([N+](=O)[O-])c1	-5	1	-6	-2	1	1.1	1.1	1	1	-1
Cc1c(C(N)=O)c(-c2ccccc2)nn1-c1ccccc1	-5	1	-8	-4	1	1.2	1	1.1	1.1	2
O=C(CNC(=O)c1ccccc1O)N/N=C/c1ccccn1	6	1.2	-49	-3	1	1.2	0.9	0.9	0.9	-18
Cn1cc(C(=O)Nc2ccc(Cl)cc2)c(C(F)(F)F)n1	-9	0.9	-2	-1	1	0.94	1	1.1	1	-4
CCN(CC)C(=O)CN(c1ccc(Cl)cc1)S(=O)(=O)c1ccccc1	-1	1.1	-3	2	1	1.1	1	1	1.1	-2
CCOc1ccc(-c2nc(C#N)c(NCC3CCCO3)o2)cc1 (stereo not given)	-2	1	-7	-2	1	1.2	0.9	1	0.9	14
CN=c1scc(-c2ccccc2F)n1/N=C/c1ccc[nH]1	97*	0.9	-29	5	0.9	0.2	1.2	0	1	-55
CS(=O)(=O)c1ccc(Cl)c(NC(=O)COC(=O)c2ccc(F)cc2Cl)c1	-3	1	-5	-1	1	0.97	0.9	1	1	-5
COC(=O)/C(=C\Nc1ccc(Cl)cc1Cl)NC(=O)c1ccc(Cl)cc1Cl	-3	0.9	-9	-5	1	1.1	0.8	1	0.9	x

The results go on.
SMILES	FLuc inhib CS	bIAP activator	TNAP inh no acc	TNAP inh hi DEA	TNAP act hiacc	NF-kB neuron act	PMI activator	FLuc stim CS	PMI act satM6P	APP 5'UTR act
CCN(C(=O)COC(=O)c1cc(S(=O)(=O)Nc2c(C)n(C)n(-c3ccccc3)c2=O)ccc1Cl)C1CCCCC1	-2	1.2	0	-3	1	1.1	0.9	1	0.9	26
Fc1ccc(C(c2nnnn2Cc2cccs2)N2CCN(C3CCCC3)CC2)cc1 (stereo not given)	-5	1	-14	-4	1	0.95	1.1	1.1	1.1	21
Cc1cc(-c2ccccc2)nc(N2CCC(C(=O)NC(C)C)CC2)n1	-5	0.9	-10	0	1	1.1	1	1.1	1	15
C=CCn1c(CCSCc2ccccc2)n[nH]c1=S	-4	0.8	-10	-7	1.1	1.1	1	1	1	-7

Full records, quoted from the list:
Results for `CCN(C(=O)COC(=O)c1cc(S(=O)(=O)Nc2c(C)n(C)n(-c3ccccc3)c2=O)ccc1Cl)C1CCCCC1` → FLuc inhib CS: -2; bIAP activator: 1.2; TNAP inh no acc: 0; TNAP inh hi DEA: -3; TNAP act hiacc: 1; NF-kB neuron act: 1.1; PMI activator: 0.9; FLuc stim CS: 1; PMI act satM6P: 0.9; APP 5'UTR act: 26
Results for `Cc1cc(-c2ccccc2)nc(N2CCC(C(=O)NC(C)C)CC2)n1` → FLuc inhib CS: -5; bIAP activator: 0.9; TNAP inh no acc: -10; TNAP inh hi DEA: 0; TNAP act hiacc: 1; NF-kB neuron act: 1.1; PMI activator: 1; FLuc stim CS: 1.1; PMI act satM6P: 1; APP 5'UTR act: 15

Screens as filed in PubChem.
